Source: PubChem
PostGolgi ctrl: inhibits growth of the yeast control strain; efflux-deficient yeast background strain, growth absorbance A615, 16 h; inhibition, % at 10 µM; 5% of 98,000 active
S1P2 ag: S1P2 (human) receptor agonism; S1P2-expressing cell line, agonist reporter read-out; activation, % at 4.5 µM; 0.46% of 97,000 active; O95136; AID 729; in the data active means activation above about 16%;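 further: 0% = vehicle low control and 100% = maximal reference agonist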
Target sequence (O95136 whole entry, looked up): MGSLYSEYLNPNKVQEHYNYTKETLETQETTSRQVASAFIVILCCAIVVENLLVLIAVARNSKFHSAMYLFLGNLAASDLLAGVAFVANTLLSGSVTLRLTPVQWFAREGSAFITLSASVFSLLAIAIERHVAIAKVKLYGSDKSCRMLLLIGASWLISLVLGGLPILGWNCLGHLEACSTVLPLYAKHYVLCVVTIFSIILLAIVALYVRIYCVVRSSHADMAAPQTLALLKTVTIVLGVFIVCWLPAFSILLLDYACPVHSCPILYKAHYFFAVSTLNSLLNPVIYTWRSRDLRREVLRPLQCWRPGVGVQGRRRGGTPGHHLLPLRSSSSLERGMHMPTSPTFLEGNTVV
CYP2C19 activ: activators of human cytochrome P450 2C19. P33261. recombinant CYP2C19, luciferin-H EGE luminescence; active compounds read high; 0 = fully inhibited enzyme, 1 = untreated enzyme. 96,000 tested, under 10 active. activation factor at 5 µM. AID 1025;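 active means activation factor of at least 2 at 5 µM in the primary screen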;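 further: 0 = wells with 2.5 mM tranylcypromine and 1 = vehicle-only wells; values of inactives mirror those of a sister screen read the other way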
S1P2 antag: blocks the human S1P2 receptor. O95136. inhibition, % at 5 µM. AID 736. 0.21% of 97,000 active. cell-based S1P2 antagonist assay, inhibition at 5 uM; in the data active means inhibition above about 45%;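 further: CRE beta-lactamase reporter cells expressing human S1P2 stimulated with S1P; 0% = agonist at EC80 alone and 100% = agonist plus reference antagonist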
sEH act: activators of human soluble epoxide hydrolase. 0.04% of 91,000 active. P34913. activation, % at 2 µM. purified human sEH enzymatic activity, activator screen; in the data active means activation above about 37%; further: values of inactives mirror those of a sister screen read the other way
Target sequence (P34913 whole entry, looked up): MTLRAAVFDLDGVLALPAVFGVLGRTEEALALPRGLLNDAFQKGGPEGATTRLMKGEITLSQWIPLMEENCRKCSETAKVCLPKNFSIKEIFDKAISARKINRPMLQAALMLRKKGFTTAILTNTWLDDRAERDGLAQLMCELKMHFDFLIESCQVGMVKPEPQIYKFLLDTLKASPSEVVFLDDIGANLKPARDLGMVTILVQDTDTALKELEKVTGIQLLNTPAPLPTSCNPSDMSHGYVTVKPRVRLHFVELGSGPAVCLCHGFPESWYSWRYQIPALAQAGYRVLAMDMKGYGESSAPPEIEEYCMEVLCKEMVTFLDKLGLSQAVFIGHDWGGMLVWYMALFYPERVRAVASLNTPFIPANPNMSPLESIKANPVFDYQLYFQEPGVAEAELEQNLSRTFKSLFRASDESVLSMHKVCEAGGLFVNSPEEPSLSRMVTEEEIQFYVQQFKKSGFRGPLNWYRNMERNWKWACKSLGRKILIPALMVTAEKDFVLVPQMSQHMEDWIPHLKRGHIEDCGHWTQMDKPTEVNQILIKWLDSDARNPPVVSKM
DAT uptake mod: human DAT dopamine uptake with cocaine, either direction. 1.3% of 110,000 active. Q01959. LLC-PK1 hDAT cells, [14C]-dopamine uptake with cocaine IC80; actives deviate in either direction. B-score at 10 µM;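 active means Z score or B-score, a plate-position-corrected score, falls beyond the plate's 99.7% confidence bounds, in either direction; inactive means both scores lie inside the 99.7% bounds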;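 further: scored against the spread of the other compound wells on the same plate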
PostGolgi yeast: growth inhibition of a yeast mutant, post-Golgi transport screen | inhibition, % at 10 µM | post-Golgi transport phenotypic cell assay | 0.9% of 98,000 active;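 further: yeast cells grown in 1536-well plates; yeast grown about 18 h at 30C before absorbance read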
CYP2C19 inhib: inhibitors of human CYP2C19. CYP2C19 Supersomes, luciferin-H EGE luminescence, 30 min. AID 778. 21% of 96,000 active. P33261. inhibition, % at 5 µM;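 active means CYP2C19 inhibition above a set limit at 5 µM in the primary screen, cut at about 50% in these data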;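 further: plate controls were negative control wells for no effect and 2.5 mM tranylcypromine positive control for full effect; values of inactives mirror those of a sister screen read the other way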
sEH inhibitor: soluble epoxide hydrolase (human) inhibition; recombinant human sEH enzymatic activity assay; inhibition, % at 2 µM; 0.34% of 91,000 active; in the data active means inhibition above about 80%; further: values of inactives mirror those of a sister screen read the other way; many of its hits are not listed in these tables
* = called active by the depositor; nt = no result given. Unless noted, no stated cut-off is given here; in the data, active means inhibition above about 30%; inactive means the rest. Compounds as they come; any-hit rate near 24%.

(1) CCSc1nc(-c2ccc(OC)cc2)n(-c2nc3ccccc3s2)n1
(2) COc1ccccc1N1CCN(CCCNC(=O)Nc2ccccc2C)CC1
(3) CC(=O)N1C(c2ccccc2)CC(=O)OC1c1ccc2c(c1)OCO2 (centres undefined)
(4) CCNc1nc(CN2CCOCC2)nc2sc3c(c12)CCC3
(5) Cc1nn(Cc2ccc(Cl)cc2)c2sc(C(=O)OCC(N)=O)cc12
(6) CCN(CC)C(=O)N1CCN(C(=O)c2ccc(C)cn2)CC1
(7) Cc1ccc(C(=O)C(OC(=O)COc2ccccc2C)c2ccccc2)cc1 (centres undefined)
(8) Cc1ccc2[nH]c(=O)c(COC(=O)C3CCCO3)cc2c1 (centres undefined)
(9) CCOc1ccc(NC(=O)C2CCN(C(=O)NC3CCCCC3)CC2)cc1
(10) Nc1nonc1C(=O)NCCNCc1ccccc1OCc1ccccc1F
Compound	1	2	3	4	5	6	7	8	9	10
PostGolgi yeast	0	0	-10	-4	-3	-8	27	19	nt	-4
PostGolgi ctrl	21	1	4	-1	20	9	1	8	nt	31*
sEH act	-3	-9	-8	0	0	-3	0	-9	-6	1
DAT uptake mod	1.3	-1.3	0.27	0.24	0.0017	-0.9	0.62	-0.4	-1.3	-0.022
S1P2 antag	1	0	4	-34	-5	-2	-10	-10	2	2
sEH inhibitor	8	11	12	1	2	6	-1	8	11	-2
CYP2C19 activ	0.9	1	0.3	0.7	0.9	1	0.5	0.9	nt	0.6
S1P2 ag	0	-1	0	-1	-2	-8	-2	-8	-8	-2
CYP2C19 inhib	12	1	69*	30	13	4	49	10	nt	36

(11) Cc1nc2oc(C(=O)c3ccccc3)c(N)c2c2c1COC(C)(C)C2
(12) COc1cccc(C(=O)/C=C/c2ccc(SC)cc2)c1
(13) CCCCNC(=O)n1c(SC)nc2ccccc21
(14) O=C(Cn1nc(-c2ccccc2)ccc1=O)NCc1ccc2c(c1)OCO2
(15) CNC(=O)c1sc(SC)cc1-c1ccc(Cl)cc1
(16) CCOC(=O)NC(=O)/C(C#N)=N\Nc1ccc(Cl)cc1
(17) COC(=O)c1ccc(-n2nnnc2SCc2nn[nH]n2)cc1
(18) COc1ccccc1NC1=NC(c2ccc(Cl)cc2)N=C(N)N1 (centres undefined)
(19) CC1(C)Cc2c(sc(NC(=O)c3ccc(Br)o3)c2C#N)CO1
(20) CC(=O)Nc1cccc(NC(=O)CCc2ccccc2)c1
Compound	11	12	13	14	15	16	17	18	19	20
PostGolgi yeast	11	9	-4	-6	-8	-2	3	4	-13	2
PostGolgi ctrl	3	27	4	5	6	-2	5	-1	3	6
sEH act	-5	4	-3	-8	-8	1	6	-5	-3	-11
DAT uptake mod	0.072	-1.2	-0.66	0.041	-0.23	0.019	-0.66	-0.57	-0.75	-0.094
S1P2 antag	9	-12	-18	21	5	6	3	-18	3	7
sEH inhibitor	5	-3	5	9	11	-4	-5	6	2	11
CYP2C19 activ	nt	0.1	0.8	0.8	0.5	1.1	1.1	0.1	1.1	0.9
S1P2 ag	-1	-6	-4	-10	-2	-5	2	-4	-2	-2
CYP2C19 inhib	nt	92*	18	23	46	-10	-10	93*	-12	7

(21) CN(CCNC(=O)c1cccc(N2CCCC2=O)c1)Cc1ccccc1
(22) C=CCn1c(Cc2ccc(OC)cc2)nnc1SCC(=O)NCCc1ccccc1
(23) Cc1ccc(S(=O)(=O)CCC(=O)N2CCN(c3ccc(Cl)cc3)CC2)cc1
(24) CCCCOC(=O)c1cc(C)nc2ccc(Br)cc12
(25) CCSc1nc2c(c(=O)[nH]c(=O)n2C)n1CC(O)COc1ccccc1C (centres undefined)
(26) CC1CN(c2nc(-c3ccccc3)nc3ccccc23)CC(C)O1 (centres undefined)
(27) CCCn1nnnc1NCc1ccccc1OCc1ccc(F)cc1
(28) CC1Cc2ccccc2N1C(=O)CSc1nc2cc3c(cc2cc1C#N)OCO3 (centres undefined)
(29) O=C1C=C(N2CCN(C3=CC(=O)CCC3)CC2)CCC1
(30) CN(C)c1ccc(-c2noc(C3CCN(S(=O)(=O)c4cccc(C(=O)O)c4)CC3)n2)cc1
Compound	21	22	23	24	25	26	27	28	29	30
PostGolgi yeast	-5	-18	nt	10	5	3	-7	-3	0	3
PostGolgi ctrl	5	3	nt	5	10	41*	2	26	-4	18
sEH act	-4	-8	-2	12	0	-7	21	-2	nt	9
DAT uptake mod	-0.4	0.52	-0.94	-1	0.76	0.27	3	0.95	nt	1.3
S1P2 antag	-7	-3	-4	-5	0	-32	-6	13	nt	10
sEH inhibitor	5	11	3	-15	-2	10	-20	2	nt	-9
CYP2C19 activ	0.8	0.7	nt	1	0.9	0.9	0.1	1	1	0.8
S1P2 ag	-5	-5	-2	-3	-2	-3	-2	-5	nt	-3
CYP2C19 inhib	18	26	nt	0	11	12	88*	-3	0	23

From no. 23 as far as 24, copied from above:
(23) Cc1ccc(S(=O)(=O)CCC(=O)N2CCN(c3ccc(Cl)cc3)CC2)cc1
(24) CCCCOC(=O)c1cc(C)nc2ccc(Br)cc12
Compound	23	24
PostGolgi yeast	nt	10
PostGolgi ctrl	nt	5
sEH act	-2	12
DAT uptake mod	-0.94	-1
S1P2 antag	-4	-5
sEH inhibitor	3	-15
CYP2C19 activ	nt	1
S1P2 ag	-2	-3
CYP2C19 inhib	nt	0

(further entries)
(31) O=C(CSCc1ccc(F)cc1)NC1CCCC1
(32) O=S(=O)(NC1CC2CCC1C2)c1ccc(Br)s1 (centres undefined)
(33) Cc1c(C(=O)NCc2cccnc2)oc2ccccc12
(34) O=C(CNS(=O)(=O)c1ccc(Br)s1)N1CCN(C(=O)c2ccco2)CC1
(35) CCCOC(=O)c1ccc(OCC(O)CN2C(=O)NC(C)(C)C2=O)cc1 (centres undefined)
(36) Cc1oc(-c2cccc(Cl)c2)nc1CN1CCC(C(=O)NCCCN2CCCC2=O)CC1
(37) CCOC(=O)C(CC)n1nc(C)n2c(cc3occc32)c1=O (centres undefined)
(38) CCCCCCc1ccc(-c2ncc(N)cn2)cc1
(39) Cc1cc(Nc2ccc(C(=O)O)cc2)n2nc(C)nc2n1
(40) COc1ccc(-n2c(SCC(=O)Nc3cc(C)on3)nc3c(c2=O)SCC3)cc1
Compound	31	32	33	34	35	36	37	38	39	40
PostGolgi yeast	18	90*	9	0	21	1	-2	-1	-14	1
PostGolgi ctrl	15	91*	-3	-4	5	8	7	32*	5	-1
sEH act	-2	9	-5	5	nt	14	7	0	-6	5
DAT uptake mod	-0.043	-0.2	0.53	-0.77	-0.03	-0.81	-1.1	0.85	0.0097	0.67
S1P2 antag	-1	-15	11	-10	25	-24	-2	-6	8	11
sEH inhibitor	5	-6	5	-8	nt	-12	-8	-2	6	-6
CYP2C19 activ	0.9	0.4	0.4	0.7	0.9	1.1	0.9	1	1.1	nt
S1P2 ag	-4	-2	-3	-3	-3	-5	-5	-7	-6	-2
CYP2C19 inhib	5	64*	64*	27	13	-13	12	3	-12	nt

(41) COc1ccc(C2CC(=O)c3c(C)nc(N4CCN(Cc5ccccc5)CC4)nc3C2)cc1OC (centres undefined)
(42) O=C(Nc1nnc(C2CCCC2)s1)C1CCC1
(43) CN(C)c1nc(N)nc(Cn2ccnc2)n1
(44) COc1ccc(NC(=O)CSc2nncn2C)c([N+](=O)[O-])c1
(45) O=C(Nc1nccs1)c1ccccc1N=Cc1ccccc1
(46) CCOc1ccccc1C(=O)N(CN1CCCC1=O)c1cccc(Cl)c1
(47) Cc1ccc(SCCC(=O)N2CCC(C)CC2)cc1
(48) CCOc1ccc(-c2nnc(-c3ccco3)o2)cc1
(49) CC1(C)Cc2ccccc2-c2nc(NCCCO)n(-c3ccccc3)c(=O)c21
(50) COC(=O)c1nc(NC(C)=O)n[nH]1
Compound	41	42	43	44	45	46	47	48	49	50
PostGolgi yeast	0	6	-1	0	5	-8	nt	2	3	-8
PostGolgi ctrl	4	18	17	11	-3	4	nt	5	13	11
sEH act	16	1	18	7	2	nt	-2	2	nt	-9
DAT uptake mod	-0.055	-0.63	-1	0.35	-0.14	0.65	-0.082	-0.0055	1.1	-0.61
S1P2 antag	26	-26	8	10	-17	9	4	11	nt	15
sEH inhibitor	-14	-2	-15	-5	4	nt	3	-4	nt	10
CYP2C19 activ	0.1	0.7	0.5	1	0.1	0.9	nt	0.8	0.8	1.1
S1P2 ag	-5	-2	-2	-6	-5	-6	-5	-9	nt	-9
CYP2C19 inhib	91*	33	54*	1	93*	5	nt	19	18	-10

13 entries already listed, ordered by number of heavy atoms, descending:
(41) COc1ccc(C2CC(=O)c3c(C)nc(N4CCN(Cc5ccccc5)CC4)nc3C2)cc1OC (centres undefined)
(36) Cc1oc(-c2cccc(Cl)c2)nc1CN1CCC(C(=O)NCCCN2CCCC2=O)CC1
(40) COc1ccc(-n2c(SCC(=O)Nc3cc(C)on3)nc3c(c2=O)SCC3)cc1
(49) CC1(C)Cc2ccccc2-c2nc(NCCCO)n(-c3ccccc3)c(=O)c21
(35) CCCOC(=O)c1ccc(OCC(O)CN2C(=O)NC(C)(C)C2=O)cc1 (centres undefined)
(45) O=C(Nc1nccs1)c1ccccc1N=Cc1ccccc1
(39) Cc1cc(Nc2ccc(C(=O)O)cc2)n2nc(C)nc2n1
(33) Cc1c(C(=O)NCc2cccnc2)oc2ccccc12
(38) CCCCCCc1ccc(-c2ncc(N)cn2)cc1
(31) O=C(CSCc1ccc(F)cc1)NC1CCCC1
(32) O=S(=O)(NC1CC2CCC1C2)c1ccc(Br)s1 (centres undefined)
(43) CN(C)c1nc(N)nc(Cn2ccnc2)n1
Compound	41	36	40	49	35	45	39	33	38	31	32	43
PostGolgi yeast	0	1	1	3	21	5	-14	9	-1	18	90*	-1
PostGolgi ctrl	4	8	-1	13	5	-3	5	-3	32*	15	91*	17
sEH act	16	14	5	nt	nt	2	-6	-5	0	-2	9	18
DAT uptake mod	-0.055	-0.81	0.67	1.1	-0.03	-0.14	0.0097	0.53	0.85	-0.043	-0.2	-1
S1P2 antag	26	-24	11	nt	25	-17	8	11	-6	-1	-15	8
sEH inhibitor	-14	-12	-6	nt	nt	4	6	5	-2	5	-6	-15
CYP2C19 activ	0.1	1.1	nt	0.8	0.9	0.1	1.1	0.4	1	0.9	0.4	0.5
S1P2 ag	-5	-5	-2	nt	-3	-5	-6	-3	-7	-4	-2	-2
CYP2C19 inhib	91*	-13	nt	18	13	93*	-12	64*	3	5	64*	54*

(50) COC(=O)c1nc(NC(C)=O)n[nH]1
Compound	50
PostGolgi yeast	-8
PostGolgi ctrl	11
sEH act	-9
DAT uptake mod	-0.61
S1P2 antag	15
sEH inhibitor	10
CYP2C19 activ	1.1
S1P2 ag	-9
CYP2C19 inhib	-10

(listing goes on)
(51) CCOc1ccc(N(CC(=O)NCC2CCCO2)S(=O)(=O)c2ccc(SC)cc2)cc1 (centres undefined)
(52) CC(C)(C)c1ccc(OCCON2C(=O)CCC2=O)c(Cl)c1
(53) CCCc1nc2c(C)cc(C)cc2c(N)c1CC
(54) COCCn1c(SCc2nc3ccccc3s2)nc2ccccc21
(55) CCSc1nc2sc3c(c2c(=O)[nH]1)CCCC3
(56) CCOC(=O)N1CCN(C(=O)c2cccc(NC(=O)c3ccco3)c2)CC1
Compound	51	52	53	54	55	56
PostGolgi yeast	-7	-2	-21	0	nt	-1
PostGolgi ctrl	7	33*	1	11	nt	18
sEH act	-2	6	5	-7	15	-2
DAT uptake mod	0.73	0.29	nt	0.18	0.014	-0.23
S1P2 antag	9	0	22	9	-48	8
sEH inhibitor	3	-6	-6	6	-11	5
CYP2C19 activ	0.3	0.8	0.7	0	nt	0.9
S1P2 ag	-4	-3	-4	1	-3	-2
CYP2C19 inhib	68*	17	25	100*	nt	14
